# MC4R ag barr – agonists of human melanocortin 4 receptor (MC4R) beta-arrestin | P32245 | U2OS MC4R beta-arrestin complementation, luminescence; percent of melanotan II response, DMSO zero | activation, % at 8.9 µM | actives 0.98% (n = 360,000) | AID 540308;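 active = activation above a per-plate cutoff, the mean activation of sample wells on that plate plus 3 SD, cut at about 8% in these data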
# NOD2 RIPK2 PPI – NOD2-RIPK2 protein interaction inhibition; O43353; CHO BLA complementation NOD2-RIPK2, CCF4 ratio; inhibition, % at 4.98 µM; actives 0.38% (n = 360,000); in the data active = inhibition above about 21%;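 note: 0% = vehicle only and 100% = reference blocker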
# SRC1 inh – inhibits human SRC1 coactivator. Q15788. HEK293 GAL4-SRC1 luciferase reporter, luminescence. inhibition, % at 3.6 µM. actives 0.12% (n = 360,000);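 active = inhibition above the campaign mean plus 3 SD, with each screening campaign given its own cutoff, cut at about 60% in these data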;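 note: 0% = DMSO treated cells and 100% = gossypol at 36 µM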
# NCOA3 inh – human NCOA3 inhibition. Q9Y6Q9. HEK293 GAL4-SRC3 luciferase reporter, luminescence. inhibition, % at 3.6 µM. actives 0.17% (n = 360,000). AID 588352;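 active = inhibition above a per-campaign cutoff, the mean of all compounds plus 3 SD, cut at about 60% in these data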;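 note: 0% = DMSO-treated cells and 100% = gossypol-treated cells at 36 µM; higher means less SRC3-driven luciferase light from the GAL4 reporter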
# Target sequence (Q9Y6Q9 whole entry, looked up, the tested form may be a part): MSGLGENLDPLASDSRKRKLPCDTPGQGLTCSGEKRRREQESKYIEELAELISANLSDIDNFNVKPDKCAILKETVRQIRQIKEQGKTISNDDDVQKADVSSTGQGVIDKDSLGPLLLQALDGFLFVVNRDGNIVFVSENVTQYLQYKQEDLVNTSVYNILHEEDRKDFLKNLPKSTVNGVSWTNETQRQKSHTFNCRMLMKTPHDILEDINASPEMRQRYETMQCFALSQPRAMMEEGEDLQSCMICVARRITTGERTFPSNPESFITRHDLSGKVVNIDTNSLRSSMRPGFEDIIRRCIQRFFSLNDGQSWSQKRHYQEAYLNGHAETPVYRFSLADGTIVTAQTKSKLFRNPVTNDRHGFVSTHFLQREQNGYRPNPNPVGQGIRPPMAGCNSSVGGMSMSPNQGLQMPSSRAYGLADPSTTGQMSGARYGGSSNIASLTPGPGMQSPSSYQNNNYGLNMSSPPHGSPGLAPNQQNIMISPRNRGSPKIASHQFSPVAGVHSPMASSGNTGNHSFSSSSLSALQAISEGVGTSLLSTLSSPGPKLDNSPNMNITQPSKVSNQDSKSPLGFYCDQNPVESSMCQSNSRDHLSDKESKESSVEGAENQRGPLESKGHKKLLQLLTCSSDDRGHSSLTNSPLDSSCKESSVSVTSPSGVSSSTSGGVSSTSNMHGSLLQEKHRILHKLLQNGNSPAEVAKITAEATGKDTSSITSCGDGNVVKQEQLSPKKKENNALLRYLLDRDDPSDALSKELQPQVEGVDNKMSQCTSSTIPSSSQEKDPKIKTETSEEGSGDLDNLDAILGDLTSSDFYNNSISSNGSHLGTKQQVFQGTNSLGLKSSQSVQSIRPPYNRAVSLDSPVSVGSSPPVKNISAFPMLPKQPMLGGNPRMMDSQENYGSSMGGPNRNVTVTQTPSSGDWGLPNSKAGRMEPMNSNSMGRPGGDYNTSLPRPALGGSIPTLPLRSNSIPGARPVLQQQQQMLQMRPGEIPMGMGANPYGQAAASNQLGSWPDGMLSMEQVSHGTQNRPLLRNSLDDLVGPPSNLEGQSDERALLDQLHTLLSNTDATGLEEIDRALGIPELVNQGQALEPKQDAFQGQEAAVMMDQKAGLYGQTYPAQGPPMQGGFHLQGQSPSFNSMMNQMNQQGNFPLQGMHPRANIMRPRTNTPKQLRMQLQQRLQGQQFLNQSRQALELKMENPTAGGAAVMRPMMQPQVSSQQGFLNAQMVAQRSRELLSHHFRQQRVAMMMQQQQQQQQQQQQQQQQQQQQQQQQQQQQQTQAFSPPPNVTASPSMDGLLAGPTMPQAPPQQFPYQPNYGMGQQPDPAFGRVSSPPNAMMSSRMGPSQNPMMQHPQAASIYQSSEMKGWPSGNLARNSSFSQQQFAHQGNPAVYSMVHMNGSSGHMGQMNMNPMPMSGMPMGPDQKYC
# EBV LMP1 NFkB – inhibitors of Epstein-Barr LMP1-induced NF-kappaB reporter. LMP1-induced NF-kappaB luciferase reporter cells, luminescence. inhibition, % at 12.5 µM. actives 0.69% (n = 350,000); in the data active = inhibition above about 41%;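 note: 0% = neutral control wells and 100% = reference inhibitor control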
# NR5A2 inv ag – inverse agonists of human LRH-1 (NR5A2) | HEK293T StAR-luciferase reporter, LRH-1 transfected, 24 h | O00482 | AID 602396 | actives 0.13% (n = 360,000) | inhibition, % at 3.6 µM;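 active = inhibition above the mean inhibition of all tested compounds plus 3 SD, cut at about 73% in these data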;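 note: 0% = DMSO wells and 100% = reporter-only cells lacking LRH-1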
# MC4R antagonist – antagonists of human melanocortin 4 receptor (MC4R); P32245; MC4R-expressing cells, MTII-stimulated cAMP, LANCE TR-FRET; inhibition, % at 6.5 µM; actives 0.48% (n = 360,000); AID 540295;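 active = inhibition above its plate's cutoff, the mean of tested wells on that plate plus 3 SD, cut at about 29% in these data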;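 note: 0% = Melanotan II alone and 100% = Melanotan II plus saturating MCL0020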
#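 System – human MC4R-expressing U2OS cells · Also added – Melanotan II · Dosing – one concentration, 6.5 µM nominal · Timing – 30-min compound, 1-h challenge, 1-h detection, room temperature · Measured by – Eu-cAMP/anti-cAMP TR-FRET, emission 671 nm · Replicates – singlicate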
# NCOA2 inhibitor – human SRC2 (NCOA2) inhibition | actives 0.17% (n = 370,000) | inhibition, % at 9 µM | HEK293 GAL4-SRC2 luciferase reporter, luminescence | Q15596;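 active = inhibition above the mean inhibition of all tested compounds plus 3 SD, set per campaign, cut at about 52% in these data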;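 note: 0% = DMSO treated cells and 100% = cells given Gossypol at 36 µM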
# TLR9-MyD88 inh – inhibitors of human TLR9-MyD88 binding | AID 504734 | Q9NR96+Q99836 | actives 0.21% (n = 340,000) | inhibition, % at 4.98 µM | CHO BLA complementation TLR9-MyD88, CCF4 FRET ratio;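 active = inhibition above the mean over all tested compounds plus 3 SD, cut at about 21% in these data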;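 note: 0% = DMSO only wells and 100% = clavulanate BLA inhibitor control wells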
# ABHD5-PLIN5 inh – blocks binding of human ABHD5 to perilipin-5; Q00G26+Q8WTS1; Split G. princeps luciferase complementation, luminescence, 4 h; inhibition, % at 4 µM; actives 0.78% (n = 360,000); AID 602281;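 active = inhibition above the mean inhibition across every tested compound plus 3 SD, cut at about 22% in these data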;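 note: 0% = DMSO only wells and the 100% control is not disclosed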
# COUP-TFII inh – blocks human COUP-TFII nuclear receptor; P24468; HEK293T NGFI-A luciferase reporter, luminescence; inhibition, % at 8.6 µM; actives 0.7% (n = 370,000); AID 686940;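 active = inhibition above a per-plate cutoff, mean inhibition of test wells between control levels plus 3 SD, cut at about 38% in these data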;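 note: cells cotransfected with COUP-TFII expression vector driving the NGFI-A reporter; 0% = median of COUP-TF2 test wells and 100% = reporter-only cells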
# An asterisk follows results filed as active; . = not tested or not shown. The list is partial; rates above refer to the full screens.
SMILES,MC4R ag barr,NOD2 RIPK2 PPI,SRC1 inh,NCOA3 inh,EBV LMP1 NFkB,NR5A2 inv ag,MC4R antagonist,NCOA2 inhibitor,TLR9-MyD88 inh,ABHD5-PLIN5 inh,COUP-TFII inh
N/C(=N\OC(=O)CSc1ccccc1)c1ccccn1,0.7,-5.1,-42.1,-63.5,-19.8,-73.2,-6.4,-67.5,2.9,4.1,-40.5
COc1cc(CC(=O)N(CC(C)C)C2CCS(=O)(=O)C2)cc(OC)c1OC (stereo not given),-0.4,-2.4,12.8,3.4,2.5,5.3,-2.5,-9.6,-1.4,-5.7,-7.7
O=C(O)c1ccc(S(=O)(=O)N2CCCCCC2)cc1,0.9,6.3,-9.9,-9.3,-1.0,-10.3,5.3,-17.6,-4.0,0.7,-16.9
O=C1c2nc3cc(-c4ccco4)[nH]n3c(=O)c2CN1C1CCCCC1,-1.7,3.7,-18.9,-25.2,.,-26.0,9.8,-5.0,.,7.3,5.4
O=C(O)CCc1nn2c3ccccc3n(CCO)c2nc1=O,-1.6,0.0,7.3,5.3,10.4,15.9,-1.2,17.5,6.8,-1.6,-8.1
Cc1ccccc1OCC(O)CNC1CCC(NCC(O)COc2ccccc2C)CC1 (stereo not given),11.0*,16.4,-1.5,4.6,-35.4,4.9,6.1,-5.0,-0.8,12.4,-14.6
Cc1c(C)c2ccc(OC(C)C(=O)N3CC[C@@]4(O)CCCC[C@H]4C3)cc2oc1=O (stereo not given in full),0.0,-1.4,-7.9,4.1,8.9,6.5,15.7,-31.7,-12.1,3.1,-29.7
O=C(Nc1ccccc1)c1cc([N+](=O)[O-])ccc1Cl,-0.7,-1.5,-5.8,-6.4,2.7,30.2,1.8,-1.1,-3.8,3.8,3.6
COCCOC(=O)N/C=C\c1nc2ccccc2c(=O)[nH]1,0.1,-1.9,-5.9,7.1,-13.3,1.7,-2.4,-23.3,-0.4,5.6,-0.7
CN1C(=O)c2oc3ccccc3c(=O)c2C1c1cccnc1 (stereo not given),1.0,-6.2,1.2,8.4,-2.3,-7.1,-1.2,-7.4,-5.0,-0.6,7.6
CCCC(=O)c1cc(F)c(N2CCN(CCC#N)CC2)cc1C,0.0,-7.1,-4.8,-2.9,-3.4,21.0,-1.7,-13.8,1.0,4.8,-5.0
O=C(C[C@H]1C[C@H](C(=O)N2CCOCC2)[C@@]2(CCC3CCCC3)c3[nH]c4ccc(Cl)cc4c3CCN2C1=O)NCCN1CCOCC1,-0.6,5.8,-7.6,-16.8,15.9,-20.3,0.6,-29.8,-6.2,-5.4,-12.1

# Overlap with the part before: 2 entries, followed by the next part.
SMILES,MC4R ag barr,NOD2 RIPK2 PPI,SRC1 inh,NCOA3 inh,EBV LMP1 NFkB,NR5A2 inv ag,MC4R antagonist,NCOA2 inhibitor,TLR9-MyD88 inh,ABHD5-PLIN5 inh,COUP-TFII inh
CCCC(=O)c1cc(F)c(N2CCN(CCC#N)CC2)cc1C,0.0,-7.1,-4.8,-2.9,-3.4,21.0,-1.7,-13.8,1.0,4.8,-5.0
O=C(C[C@H]1C[C@H](C(=O)N2CCOCC2)[C@@]2(CCC3CCCC3)c3[nH]c4ccc(Cl)cc4c3CCN2C1=O)NCCN1CCOCC1,-0.6,5.8,-7.6,-16.8,15.9,-20.3,0.6,-29.8,-6.2,-5.4,-12.1
COC(=O)c1ccc2c(c1)C(=O)N(C1CCCCC1)C2=O,0.3,-4.3,-12.5,8.3,9.9,-2.4,-3.3,-12.9,5.2,-3.7,-15.4
Fc1ccccc1NC(=S)NCc1ccc(Cl)cc1,0.6,-8.5,-29.9,0.4,3.8,13.8,1.2,3.0,-1.1,14.1,15.6
Fc1cccc(Cc2c(-c3cccc(Cl)c3)nc3ccc(Cl)cn23)c1,.,-6.8,-55.8,-27.2,.,-46.9,.,-14.9,.,-1.8,-18.0
CC/C(=N\Nc1ccc([N+](=O)[O-])cc1[N+](=O)[O-])c1ccc(O)cc1,3.8,-1.2,-4.9,-0.5,3.8,3.1,5.1,1.3,-0.9,8.7,11.4
Cc1ccc(-n2ncc(Cl)c2C(=O)NC2CC2)cc1,0.1,-10.1,-128.4,-70.3,-44.2,-97.6,4.5,-89.7,-5.2,1.8,-4.3
COCC(C)n1c(SCC(=O)N2CC(=O)Nc3ccccc32)nc2ccccc2c1=O (stereo not given),0.1,-3.8,8.5,-26.6,-14.2,-4.9,12.1,11.9,-7.1,4.6,-0.6
COc1c2ccoc2c(OC)c2oc(=O)ccc12,-2.4,-0.7,3.5,5.2,-4.4,-10.0,12.0,-2.9,0.9,-1.0,-3.6
O=C(Nc1ccc2c(c1)OCO2)C1CCN(S(=O)(=O)c2cccs2)CC1,3.4,-15.6,-4.3,-18.0,1.8,-74.1,2.0,-5.1,2.0,3.8,-27.0
Cc1ccc(S(=O)(=O)N2C[C@H]3[C@H]4C(=O)N(Cc5ccccc5)C(=O)[C@H]4CC(=O)[C@H]3[C@@H]2c2ccccc2Cl)cc1,.,-8.9,-10.1,8.9,.,13.4,.,9.9,.,-3.4,17.9
CCN(CC)S(=O)(=O)c1ccc2[nH]c(=O)cc(C(=O)NCC3CCCO3)c2c1 (stereo not given),1.0,-11.1,-6.2,-15.7,-4.8,-34.5,16.7,4.1,2.1,0.0,8.5
COc1cc(/C=N/NC(=O)c2ccc(CSc3nc4ccccc4[nH]3)cc2)ccc1O,-0.4,-15.9,-14.0,-6.1,5.6,-5.2,6.9,12.2,.,4.8,-14.5
CCCC(C)NS(=O)(=O)c1ccc(OC)c(C)c1 (stereo not given),0.1,-17.4,6.0,-6.4,7.8,17.2,-2.5,20.1,-4.3,-1.9,1.8
CC(Sc1ccc([N+](=O)[O-])cn1)C(=O)Nc1nccs1 (stereo not given),-1.7,-6.5,-20.9,9.0,-5.6,11.7,2.6,-34.8,-3.5,-1.9,2.3
CCOc1ccc(N=Nc2c(C)[nH]n(-c3ccccc3)c2=O)cc1,1.9,-15.6,-17.7,17.1,9.5,13.3,-0.7,-3.5,10.4,8.3,0.8
O=C(Nc1nc(-c2ccc3c(c2)OCCO3)cs1)c1ccco1,-1.7,-10.8,-100.4,-71.8,-19.9,-88.0,3.4,-62.6,8.0,1.3,-27.4
O=C1CCC(/C=C/c2ccccc2)=NN1Cc1ccc(Cl)c(Cl)c1,0.5,-12.7,3.5,19.7,2.7,2.1,1.3,-4.5,-9.5,-0.4,-1.9
COc1cccc(C2C(C(=O)c3ccco3)=C(O)C(=O)N2CCN(C)C)c1OC (stereo not given),-0.1,-8.5,-7.7,23.1,-5.5,9.9,-2.8,-6.7,1.9,3.1,-4.8
CSc1ccc(NC(=O)C2(C)CCN2C(=O)Cc2ccc(C(C)(C)C)cc2)cc1 (stereo not given),0.8,-3.5,21.2,8.5,.,17.7,1.3,0.3,.,-7.8,29.4
Cc1ccc(C(=O)N/N=C\c2ccc([N+](=O)[O-])s2)cn1,-2.3,4.7,5.7,18.9,1.5,37.8,-26.1,27.4,-1.1,-2.7,39.8*
COc1ccc2[nH]c(C(=O)O)c(CCN3C(=O)c4ccc(C(=O)O)cc4C3=O)c2c1,-0.4,-3.7,-18.1,-4.8,-8.2,-16.7,-4.2,-3.5,-3.2,-2.1,-32.9
Cc1cccc2cc(CN(CC3CCCO3)S(=O)(=O)c3ccccc3)c(=O)[nH]c12 (stereo not given),0.2,0.9,0.5,13.4,-2.8,-0.2,4.2,-1.4,14.8,1.4,0.7
CCOC(=O)/C=C1\CN(CCC(C)C)S(=O)(=O)c2ccccc21,-0.6,1.2,11.8,-13.7,0.0,-5.7,-4.4,1.9,6.2,5.0,-18.6
CCN(CCN1CCCC1)C(=O)c1cc(COc2ccccc2SC)on1,-2.2,5.9,-16.2,-0.7,-7.7,-25.3,-5.2,7.2,8.0,5.7,-21.4
COc1cccc(C(=O)O[C@@H]2[C@H](Cc3ccccc3)NS(=O)(=O)[C@H]3C[C@@H]4C=C[C@]23O4)c1,-1.7,12.1,3.4,0.9,-2.6,2.0,0.8,6.7,-3.0,1.6,-3.7
NC(=O)CSc1nnc(-c2cc3ccccc3o2)n1Cc1ccccc1,-2.0,2.5,-9.8,1.3,-12.3,-12.8,2.0,10.5,6.8,6.2,7.5
CCCS(=O)(=O)c1nc(S(=O)(=O)c2ccc(C)cc2)c(N2CCCC2)s1,-0.7,-10.4,0.7,19.9,-5.6,-5.8,7.2,11.4,-0.2,-1.4,3.8
O=C(NCc1ccco1)c1ccc2sc([C@@H]3O[C@H](CO)[C@@H](O)[C@H]3O)nc2c1,-1.6,4.7,-14.0,-68.7,.,-2.3,-4.0,-54.6,.,1.9,10.5
COCCN(C(=O)c1cc(CN2C(=O)c3ccccc3C2=O)ccc1OC)c1c(N)n(CC(C)C)c(=O)[nH]c1=O,-1.1,-0.4,-8.8,4.1,2.0,-11.4,6.0,-17.3,-2.4,5.8,-10.5
COc1cccc(-n2cnc(=O)c3cccnc32)c1,-1.7,-2.7,-37.3,6.1,3.9,-0.5,-0.6,-3.0,1.2,-5.0,-18.8
CCNC(=O)N(CC)C[C@H]1N[C@@](C)(C(=O)OC)[C@H]2C(=O)N(Cc3ccccc3)C(=O)[C@@H]12,0.8,12.3,6.5,2.8,-4.3,9.4,10.9,-7.5,-6.1,3.3,-8.4
CN(Cc1ccccc1)C(=O)[C@@H]1CCCN1C(=O)OC(C)(C)C,.,-22.7,.,.,.,9.1,.,20.6,.,6.6,12.3
COC(=O)C1=CC(C(=O)c2cccs2)=NN(c2ccc(OC)cc2)C1C(=O)OC (stereo not given),-2.6,0.8,5.2,10.5,-0.3,30.9,20.5,9.5,4.3,5.3,17.2
CC(Sc1nnc(-c2ccco2)o1)C(=O)NCCC1=CCCCC1 (stereo not given),-1.3,-3.8,0.7,-6.6,-3.8,3.1,21.6,17.8,-11.4,-2.1,4.4
CSc1ccccc1C(=O)NCCSC(C)(C)C,-0.5,-4.2,3.8,10.8,2.2,-0.6,6.1,-24.9,0.4,-1.0,3.5
CC(Oc1ccccc1)C(=O)OCC(=O)Nc1ccc2c(c1)OCO2 (stereo not given),-0.2,-20.9,-25.0,-0.5,10.3,-7.5,6.6,-12.7,-2.4,0.1,-12.1
CC(C)(C)n1nnnc1C(c1cccs1)N(Cc1ccccc1)Cc1cccnc1 (stereo not given),-1.7,-6.6,-6.1,-11.6,-1.5,12.3,7.9,-3.3,-1.4,4.2,-15.4
CCOC(=O)C(CC)Sc1ncnc2c1nnn2-c1ccc(F)cc1 (stereo not given),-2.4,-11.4,9.8,-13.5,0.9,1.2,9.9,5.0,-2.7,-7.7,-7.6
O=c1[nH]c(Cc2ccccc2)nc2c1oc1ccccc12,-0.2,-7.5,-0.8,-7.7,4.8,-8.6,17.1,-0.6,-2.5,-6.5,-1.2
COc1ccccc1-c1ccc2c(c1)O[C@@H](CN(C)C(=O)Nc1cccc(F)c1)[C@H](C)CN([C@H](C)CO)S2(=O)=O,1.3,-0.8,-2.4,-3.1,0.3,1.4,9.1,-1.9,-4.2,-2.4,-16.2
